TAAR1 antagonist: human TAAR1 antagonism; Q96RJ0; CHO RD-HGA16 TAAR1, Fluo-8 calcium fluorescence, antagonist; inhibition, % at 3 µM; 360,000 compounds, 1.5% hits;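 active = inhibition above a per-plate cutoff, the mean inhibition of test compounds on that plate plus 3 SD, cut at about 49% in these data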;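 also: 0% = DMSO plus EC80 beta-PEA response and 100% = DMSO alone without agonist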
Target sequence (Q96RJ0 whole entry, looked up): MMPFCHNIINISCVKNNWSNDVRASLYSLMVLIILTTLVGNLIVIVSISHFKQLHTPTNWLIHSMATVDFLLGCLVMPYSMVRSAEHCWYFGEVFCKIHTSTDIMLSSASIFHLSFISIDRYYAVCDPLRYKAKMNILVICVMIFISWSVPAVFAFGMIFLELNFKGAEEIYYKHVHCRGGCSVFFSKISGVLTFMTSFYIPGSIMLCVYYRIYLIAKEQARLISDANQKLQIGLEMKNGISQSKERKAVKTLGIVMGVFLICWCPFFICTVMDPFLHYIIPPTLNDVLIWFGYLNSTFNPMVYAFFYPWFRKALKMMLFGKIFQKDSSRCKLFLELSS
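Test system – hTAAR1-expressing CHO RD-HGA16 cells, Gα16-coupled · Also added – β-PEA at EC80 concentration, post-compound challenge · Compound – 3 µM, single point · Incubation – dye loading 75 min at 37 °C, then 30 min room temperature · Measured by – Fluo-8 intracellular calcium dye fluorescence, real-time kinetic reads · Benchmarks – vehicle and agonist controls · Replicates – singlicate, one well per test compound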
CHRM5 antagonist: CHRM5 antagonism in calcium assay | CHO-hM5 cells, Fluo-8 calcium fluorescence, ACh EC80 | inhibition, % at 3 µM | 360,000 compounds, 0.59% hits;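 active = inhibition above a per-plate cutoff, the mean of that plate's test compounds plus 3 SD, cut at about 27% in these data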;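 also: 0% = acetylcholine EC80 with DMSO and 100% = DMSO without agonist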
Target sequence (P08912 whole entry, looked up): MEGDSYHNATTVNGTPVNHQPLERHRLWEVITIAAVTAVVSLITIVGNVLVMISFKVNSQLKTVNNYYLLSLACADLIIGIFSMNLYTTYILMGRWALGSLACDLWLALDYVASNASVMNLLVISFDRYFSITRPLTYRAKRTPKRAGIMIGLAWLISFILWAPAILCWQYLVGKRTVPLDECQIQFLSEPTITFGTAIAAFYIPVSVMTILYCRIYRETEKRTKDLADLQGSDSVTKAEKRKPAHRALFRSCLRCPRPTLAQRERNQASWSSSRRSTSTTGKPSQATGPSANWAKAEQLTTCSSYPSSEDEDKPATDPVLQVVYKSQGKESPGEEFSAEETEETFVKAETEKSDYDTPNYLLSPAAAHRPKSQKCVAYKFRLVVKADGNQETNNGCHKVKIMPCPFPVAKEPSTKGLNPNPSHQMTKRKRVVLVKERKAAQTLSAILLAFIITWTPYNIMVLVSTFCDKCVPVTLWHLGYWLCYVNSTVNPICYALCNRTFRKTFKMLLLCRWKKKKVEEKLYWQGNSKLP
M1 PAM parental: nonselective activator or artifact in parental CHO-K1 calcium assay | ATP EC20, Fluo-8 calcium fluorescence; 0% at ATP EC20, 100% at ATP max | activation, % at 3 µM | 360,000 compounds, 0.02% hits | AID 602247;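 active = activation above the run cutoff, the mean activation of all test compounds plus 3 SD, cut at about 40% in these data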;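 also: peak over basal fluorescence ratio in a 140 s read after ATP addition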
TAAR1 ag: human TAAR1 agonism | Q96RJ0 | CHO RD-HGA16 TAAR1, Fluo-8 calcium fluorescence; vehicle wells 0%, saturating PEA agonist 100% | activation, % at 3 µM | 360,000 compounds, 0.99% hits | AID 624467;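 active = activation above the mean activation of all test compounds in the run plus 3 SD, cut at about 38% in these data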
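Test system: RD-HGA16 (CHO) cells co-expressing Gα16 and hTAAR1; dosing: one-point dosing at 3 µM (nominal); timing: 17-24 h seeding, 75 min 37 °C dye, 30 min RT; signal: kinetic Fluo-8 calcium fluorescence; read-out basis: % activation relative to PEA EC100 response; controls: DMSO and PEA EC100; replicates: n 1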
CRFR2-BP ag: CRF-BP/CRF-R2 complex agonism | HEK293 CRF-R2/CRF-BP, calcium dye fluorescence (FLIPR); percent of saturating CRF peptide response | activation, % at 13.2 µM | 350,000 compounds, 0.46% hits | AID 588473;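 active = activation of at least 50%, plus an integration ratio under a set limit after plate pattern correction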;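 also: plate controls were neutral control wells without compound for no effect and CRF at EC100 for full effect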
M5 PAM: positive allosteric modulators of human muscarinic M5 receptor | P08912 | CHO-K1 hM5, Fluo-8 calcium, ACh EC20 PAM; 0% = ACh EC20, 100% = ACh EC100 | activation, % at 3 µM | 360,000 compounds, 0.3% hits | AID 624038;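 active = activation above the run cutoff, the mean activation of all test compounds plus 3 SD, cut at about 18% in these data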
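Probe or stimulus: acetylcholine, EC20 level; Assay system: human M5 receptor in CHO-K1 cells; Schedule: compound preincubation 140 s before EC20 acetylcholine addition; Technique: intracellular calcium via Fluo-8 fluorescence; Dosing: single-point, 3 µM nominal; Read-out basis: percent activation from peak-over-basal fluorescence ratio, scaled EC20-to-EC100 acetylcholine; Repeats: one well per compound, no replicates.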
CHRM4 PAM: potentiates acetylcholine response at human M4 receptor; CHO-K1 hM4/Gqi5, Fluo-8 calcium fluorescence, ACh EC20; 0% = ACh EC20, 100% = maximal ACh; activation, % at 3 µM; 360,000 compounds, 0.4% hits; AID 624126; P08173;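 active = activation above its plate's cutoff, the mean activation of sample wells plus 3 SD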; also: some results filed as inactive read as strong as hits
CHRM5 agonist: CHRM5 agonism in calcium assay; activation, % at 3 µM; P08912; 360,000 compounds, 0.19% hits; CHO-K1 hM5 cells, Fluo-8 calcium fluorescence; 0% DMSO wells, 100% maximal acetylcholine response;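 active = activation above the run's mean over test compounds plus 3 SD, cut at about 23% in these data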;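 also: signal is peak over basal fluorescence ratio across the kinetic read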
CRFBP-R2 block: blocks CRF-induced signaling of the CRF-BP/CRF-R2 complex | HEK293 CRF-R2/CRF-BP, CRF-induced calcium fluorescence | inhibition, % at 11.8 µM | 350,000 compounds, 0.59% hits;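 active = inhibition of the ligand-induced calcium signal above about 50% at the single tested concentration, limit read from the data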
* hit, by the source's call; . = no result given. Rows were taken by chance; any-hit rate near 4.2%.

mol | TAAR1 antagonist | CHRM5 antagonist | M1 PAM parental | TAAR1 ag | CRFR2-BP ag | M5 PAM | CHRM4 PAM | CHRM5 agonist | CRFBP-R2 block
Cc1cccc(-n2nnnc2-c2cnccc2C(F)(F)F)c1C | -16 | 12 | 10 | 0 | -0.3 | -14 | -7 | 2 | -4
CCc1noc(C)c1C(=O)N1CCCC(N2CCN(c3ccc(F)cc3)CC2)C1 (centres undefined) | -18 | 11 | -10 | 3 | 0.7 | 4 | 20* | -6 | -2
CCOC(=O)C1=CNS(=O)(=O)NC1c1ccc(C#N)cc1 (centres undefined) | -8 | -1 | 21 | 2 | -1.4 | -1 | 7 | 2 | 9
COC(=O)c1cnn(-c2ccccc2)c1/C=N/NC(=S)Nc1ccc(Cl)cc1 | -32 | -2 | 14 | 2 | 1.3 | 9 | 7 | 4 | -14
CCC(=O)N(CCC(Cc1ccccc1)c1ccco1)Cc1ccco1 (centres undefined) | 12 | 15 | -22 | 6 | -4.6 | -5 | -2 | -5 | 16
COc1ccc(NC(=O)c2c(OC)cccc2OC)c(OC)c1 | -9 | 10 | -11 | 4 | -2.0 | -5 | -6 | 2 | 29
COc1cccc2c(=O)ccoc12 | -4 | 5 | -5 | 18 | 4.4 | 0 | 3 | -2 | -10
CCN1CCCC1CNC(=O)C1CCCN(S(=O)(=O)c2cccc3nsnc23)C1 (centres undefined) | -1 | 7 | -3 | 5 | -1.2 | -1 | 1 | -8 | -1
CCOC(=O)c1ccc(NC(=O)Cn2cc3c(n2)CCC(C)C3)cc1 (centres undefined) | -12 | -3 | 20 | 0 | -1.6 | 4 | -1 | 1 | -13
O=C(NCCS(=O)(=O)NCc1ccccn1)c1ccccc1 | -19 | 0 | 8 | 1 | -0.6 | -2 | 1 | 2 | 13
COc1ccc(NC2=NCC(Cc3ccc(Br)cc3)S2)cc1 (centres undefined) | -7 | 5 | 23 | 23 | 0.0 | -14 | -22 | -5 | -15
CC(=O)NC(=S)Nc1ccc(NC(=S)NC(=O)c2ccc([N+](=O)[O-])cc2)cc1 | 6 | 5 | 15 | 14 | -1.2 | -1 | 7 | 4 | -2
C=CCn1c(=O)/c(=C\c2ccsc2)s/c1=C(/C#N)C(=O)NCCN1CCOCC1 | . | -3 | 7 | . | 0.8 | -7 | -3 | -2 | -27
COc1ccc(C(=O)OCC(=O)NC2CCCC2)c(OC)c1 | -1 | 11 | -3 | -1 | -2.2 | -2 | 0 | 0 | 3
CCOC(=O)C1(Cc2ccccc2C)CCCN(C(=O)CCc2c(C)noc2C)C1 (centres undefined) | -4 | 2 | -5 | -1 | -0.1 | -2 | -4 | -4 | 0
Cc1cccc(C(=O)OCC(=O)N(CC(C)C)c2c(N)n(Cc3ccccc3)c(=O)[nH]c2=O)c1C | -30 | -3 | -8 | 3 | 3.0 | 3 | 8 | 3 | -28
CN1CC(=O)N(CC(=O)NC2CCCCC2)C1=O | -15 | 11 | 8 | 3 | -1.1 | -2 | 2 | -1 | -9
Cc1cc(C(=O)CN2C(=O)NC3(CCCc4ccccc43)C2=O)c(C)n1Cc1cccs1 (centres undefined) | -1 | -2 | 10 | 9 | 5.0 | 7 | 7 | -3 | -20
COc1ccc(OCC(O)CN2C(=O)c3ccccc3S2(=O)=O)cc1 (centres undefined) | 11 | -2 | 12 | 6 | 0.2 | -2 | 10 | -1 | 4
CC(Oc1ccc2c3c(c(=O)oc2c1)CCC3)C(=O)NCCN1CCOCC1 (centres undefined) | -18 | -8 | -12 | 2 | -3.0 | -5 | -3 | -1 | -1
CCCc1[nH]nc2c1C(c1ccc(OC)c(Cn3nc(C)c(Br)c3C)c1)C(C#N)=C(N)O2 (centres undefined) | 9 | -4 | 19 | 3 | -1.7 | 0 | -1 | -3 | -27
Cc1csc(C(=O)O)c1-n1cccc1 | -1 | -1 | -6 | 22 | 3.2 | -2 | 5 | -4 | -25
CCn1c(CSc2nc3ccccc3s2)nnc1SCC(=O)c1ccc(Cl)cc1 | 31 | 3 | 8 | 11 | 0.2 | -5 | 7 | -6 | -12
COCCCN1C(=O)C(CC(=O)NCC2CCCCC2)CC(C(=O)N(C)C)=C1C (centres undefined) | -1 | 0 | 18 | 4 | -1.3 | -2 | -2 | 4 | 1
Cc1nc(C)n(CC(=O)N2CCCC(C(=O)c3ccc(Cl)cc3C)C2)n1 (centres undefined) | -1 | 3 | -5 | 2 | -1.1 | 1 | 7 | 2 | 0
O=C1c2ccccc2NC(c2ccc([N+](=O)[O-])cc2)N1O (centres undefined) | -1 | -4 | 19 | 11 | 0.2 | -8 | -5 | -4 | 33
Clc1ccc2c(c1)C1=C(C(c3ccncc3)O2)C(c2ccc(Br)cc2)n2ncnc2N1 (centres undefined) | -19 | -6 | 19 | 0 | 0.5 | 7 | 4 | -2 | -54
O=C(CN1CCN(C(=O)C2CC2)CC1)Nc1cc(C(F)(F)F)cc(C(F)(F)F)c1 | 3 | 2 | -6 | 0 | -1.3 | 5 | 15 | 0 | -3
O=C(CN1CCN(S(=O)(=O)c2ccccc2)CC1)Nc1ccnn1C1CCCC1 | -17 | -5 | 10 | 13 | -1.5 | 1 | -2 | -3 | 8
CNC(=O)c1ccc(-c2nc(-c3ccccc3)cs2)cc1 | 2 | 10 | -7 | 4 | -1.9 | -6 | 2 | -3 | 16
COC(=O)c1ccc2c(=O)n(CCCCCC(=O)O)c(=S)[nH]c2c1 | 6 | 4 | 11 | 13 | -0.9 | -3 | 3 | -1 | 17
CCCNc1c(NC(=O)COc2ccc(Cl)cc2)c(=O)oc2ccccc12 | -13 | 12 | 15 | 4 | -1.1 | -4 | 0 | -2 | 13
COC(=O)CSc1nsc(SCC(=O)OC)n1 | 7 | 1 | -6 | 2 | 0.5 | 2 | -7 | 0 | -4
Cc1cccc(Nc2nnc(SCC(=O)NC3CCCc4ccccc43)s2)c1C (centres undefined) | 40 | 5 | 1 | 6 | 2.3 | -6 | -6 | -2 | -36
CC1(C)CCCC2=C1CC1C(=O)N(c3ccccc3)C(=O)C1C2 (centres undefined) | 6 | -1 | 15 | 2 | 0.6 | -1 | 7 | 0 | -8
COc1ccc([N+](=O)[O-])cc1C1NN=C(c2ccccc2O)S1 (centres undefined) | 3 | 3 | 5 | 10 | 1.3 | 0 | 7 | 2 | -12
O=C(Nc1ccc(F)cc1)C(c1cccc(F)c1)N1CCN(c2cccc(C(F)(F)F)n2)CC1 (centres undefined) | 19 | 7 | . | 3 | . | -12 | -9 | -4 | .
Cc1onc(-c2c(F)cccc2Cl)c1C(=O)OCC(=O)N(C)c1ccccc1 | 8 | -3 | 6 | 7 | 25 | -5 | 0 | 0 | -29
COC(=O)c1ccc(OC(=O)CN2C(=O)c3ccccc3C2=O)cc1 | -9 | 1 | 29 | 8 | -0.8 | 2 | -1 | 4 | 1
Cc1cccc(C(=O)NCCc2ccc(S(N)(=O)=O)cc2)c1[N+](=O)[O-] | 14 | 0 | -7 | 0 | -1.3 | -7 | -4 | -1 | 9
COC(=O)c1cccc(NC(=O)Nc2ccc(Cl)c(Cl)c2)c1 | 31 | 32* | -7 | 21 | 28 | -26 | -8 | 12 | 4
Cc1cc2oc(=O)cc(CN3CCOCC3)c2cc1Cl | 7 | 2 | -4 | 0 | 0.3 | -2 | -1 | -2 | -7
Cc1cc(C)c2c(=O)[nH]c(SCC(=O)NCc3ccccc3)nc2n1 | 2 | -7 | 6 | 8 | -0.7 | 6 | -2 | -4 | 6
CCCN(CC(=O)Nc1ccccc1C)C(=O)C1CC(=O)N(c2ccc(C)cc2)C1 (centres undefined) | -5 | 7 | 5 | 1 | -1.0 | 5 | 11 | -2 | -2
Cc1nc2sc(-c3ccccc3)cc2c(=O)n1N | 13 | 1 | 11 | 0 | -0.7 | 1 | -9 | 2 | -4
CC(C)c1ccc(NC(=O)COC(=O)CCC(=O)c2cccs2)cc1 | -11 | -7 | 11 | -1 | 1.2 | -2 | 4 | -1 | -6
C#CCOCCOCCOCCNc1nc(N2CCN(C(=O)CCCCCCCCCCNC(=O)[C@H](CCCCN)n3cc(C)nn3)CC2)nc(N2CCN(C(=O)CCCCCCCCCCNC(=O)[C@@H]([C@H](C)O)n3cc(C)nn3)CC2)n1 | . | 9 | -1 | . | 10 | 0 | -4 | -10 | -22
O=C(NCc1ccco1)C(c1ccccc1)N(Cc1cccnc1)C(=O)Cn1nnc2ccccc21 (centres undefined) | -4 | -6 | 1 | 11 | 0.3 | -10 | -5 | -3 | -15
CCOCCCNC(=O)c1cccs1 | 1 | 2 | 10 | -3 | -0.7 | -2 | -5 | -1 | -9
O=C(NCc1ccc2c(c1)OCO2)C1CCN(S(=O)(=O)c2ccc(F)cc2)CC1 | -5 | 11 | 5 | 3 | -0.8 | -2 | -2 | -3 | 10

Remaining list, next part
mol | TAAR1 antagonist | CHRM5 antagonist | M1 PAM parental | TAAR1 ag | CRFR2-BP ag | M5 PAM | CHRM4 PAM | CHRM5 agonist | CRFBP-R2 block
CCOc1ccc(N(CC(=O)N2CCN(c3ccc(F)cc3)CC2)S(=O)(=O)c2c(C)noc2C)cc1 | -31 | -24 | 3 | -2 | 2.8 | 7 | -2 | -7 | -26
CCNC(=O)CN(c1ccc(Oc2ccccc2)cc1)S(=O)(=O)c1ccccc1 | -2 | 2 | 5 | 7 | -4.9 | -2 | -6 | -2 | -12
O=C(Nc1cnc2ccccc2c1)c1cccnc1 | -10 | 4 | 5 | 3 | 6.2 | -3 | 9 | 1 | -3
Cn1ncc2c(=O)[nH]cnc21 | 6 | -5 | 10 | 5 | 0.6 | -4 | -5 | -1 | 2
COc1ccccc1NC(=S)N(Cc1cccs1)C1CCCC1 | -41 | -1 | 20 | -2 | -5.7 | 6 | 9 | -2 | 14
COc1cccc(C(=O)OCCN2C(=O)c3ccccc3C2=O)c1OC | 12 | 6 | 9 | 9 | -0.4 | -6 | -3 | -2 | 1
COc1ccc(NC(=O)CN(C)C(=O)C2CC(=O)N(Cc3ccc(C)cc3)C2)cc1 (centres undefined) | -30 | -1 | 12 | 2 | -0.1 | 1 | -2 | 0 | -7

Two of the compounds above, with two lines to a compound:
Results follow in this order: TAAR1 antagonist, CHRM5 antagonist, M1 PAM parental, TAAR1 ag, CRFR2-BP ag, M5 PAM, CHRM4 PAM, CHRM5 agonist, CRFBP-R2 block
CCOc1ccc(N(CC(=O)N2CCN(c3ccc(F)cc3)CC2)S(=O)(=O)c2c(C)noc2C)cc1
  -31, -24, 3, -2, 2.8, 7, -2, -7, -26
CCNC(=O)CN(c1ccc(Oc2ccccc2)cc1)S(=O)(=O)c1ccccc1
  -2, 2, 5, 7, -4.9, -2, -6, -2, -12
